A3A deaminase – APOBEC3A ssDNA deaminase inhibitors, primary screen, selectivity assay for APOBEC3G inhibitor project, biochemical, FAM/TAMRA oligo cleavage fluorescence; DNA dC->dU-editing enzyme APOBEC-3A (Homo sapiens), P31941; recombinant A3A, FAM/TAMRA ssDNA deamination fluorescence; inhibition, % at 20 µM; 330,000 compounds, 0.41% hits;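 active = at least 40% inhibition at 20 µM here, with at most 30% in a related deaminase screen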;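 also: plate controls were A3A with DMSO for no effect and wells lacking A3A enzyme for full effect; some results filed as inactive read as strong as hits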
Target sequence (P31941 whole entry, looked up): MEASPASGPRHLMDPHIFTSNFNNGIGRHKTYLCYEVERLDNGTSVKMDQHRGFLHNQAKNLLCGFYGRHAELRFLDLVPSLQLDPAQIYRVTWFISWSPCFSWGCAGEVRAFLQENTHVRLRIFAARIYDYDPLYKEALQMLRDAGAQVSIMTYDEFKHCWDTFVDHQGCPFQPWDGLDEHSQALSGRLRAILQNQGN
APOBEC3G inh – APOBEC3G DNA deaminase inhibitors, primary screen, biochemical, fluorescence, single-stranded DNA substrate, uHTS; recombinant A3G, ssDNA deamination FAM/TAMRA fluorescence; inhibition, % at 20 µM; 330,000 compounds, 0.28% hits; AID 493012, 2011;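 active = inhibition of at least 40% at 20 µM, with no more than 30% in the related APOBEC3A deaminase screen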;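 also: plate controls were DMSO wells with A3G for no effect and wells lacking A3G enzyme for full effect; some compounds called inactive have numbers as strong as hits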
beta cell repl – inducers of MIN6 beta-cell proliferation, primary screen, ATP luminescence, uHTS | MIN6 cells proliferation, ATPlite luminescence, 48 h; cells starved in 0.2% serum; 100% = growth in 10% serum | proliferation, % at 10 µM | 330,000 compounds, 0.29% hits;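 active = compounds whose signal lies at least 3.5 SD above the mean of all wells on their plate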;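 also: 0% = DMSO-treated cells in low-serum medium and 100% = 10% serum control; some compounds called inactive have numbers as strong as hits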
MPTP inh – mitochondrial permeability transition pore inhibitors, primary screen, biochemical, isolated mouse mitochondria, absorbance; inhibition, % at 10 µM; Ca2+ swelling absorbance, 30 min; 360,000 compounds, 1.4% hits; AID 602449, 2012;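 active = inhibition of 50% or more, scaled per plate between neutral and stimulator controls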;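 also: 0% = DMSO wells given calcium and 100% = 1 mM EGTA wells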
hIAP inh – human IAP inhibitors, primary screen, biochemical, luminescence, uHTS. purified IAP, CDP-Star luminescence, 30 min. 330,000 compounds, 0.12% hits. Intestinal-type alkaline phosphatase (Homo sapiens), P09923. inhibition, % at 10 µM;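 active = inhibition reaching a set limit with compound at 10 µM in the primary screen, cut at about 35% in these data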;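 also: plate controls were DMSO wells with enzyme for no effect and no-enzyme buffer wells for full effect; values of inactives mirror those of a sister screen read the other way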
Target sequence (P09923 whole entry, looked up): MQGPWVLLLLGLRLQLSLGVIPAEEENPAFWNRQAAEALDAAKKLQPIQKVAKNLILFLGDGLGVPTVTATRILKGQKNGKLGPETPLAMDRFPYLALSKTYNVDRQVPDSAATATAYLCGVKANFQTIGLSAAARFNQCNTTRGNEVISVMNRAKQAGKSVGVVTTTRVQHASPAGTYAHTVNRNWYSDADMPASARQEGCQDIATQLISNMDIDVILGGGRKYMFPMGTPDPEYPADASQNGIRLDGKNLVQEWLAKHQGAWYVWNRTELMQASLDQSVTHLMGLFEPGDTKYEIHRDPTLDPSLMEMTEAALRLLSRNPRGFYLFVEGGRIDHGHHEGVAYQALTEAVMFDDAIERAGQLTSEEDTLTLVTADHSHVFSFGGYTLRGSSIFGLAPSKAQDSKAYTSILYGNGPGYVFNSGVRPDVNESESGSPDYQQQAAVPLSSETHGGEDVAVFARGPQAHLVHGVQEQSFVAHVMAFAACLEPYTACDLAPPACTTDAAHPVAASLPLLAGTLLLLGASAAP
mIAP act – activators of mouse IAP, primary screen, biochemical, luminescence, uHTS | intestinal alkaline phosphatase [Mus musculus] | muIAP, CDP-Star luminescence, 30 min; stronger effect = higher value; 1 = vehicle-only enzyme signal, 0 = enzyme-free wells | activation factor at 10 µM | 330,000 compounds, 0.24% hits | AID 2805, 2010;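 active = activation factor of at least 2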; also: the source names both 10 and 20 µM as test concentration; values of inactives mirror those of a sister screen read the other way
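Assay system: mouse IAP enzyme / Compound: DMSO-dissolved test compounds / Timing: 30 min, room temperature / Measured by: luminescence from enzymatic CDP-Star hydrolysis / Control set: DMSO-only wells, enzyme-free buffer wells as negative control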
hIAP activ – human IAP activators, primary screen, biochemical, luminescence, uHTS. 330,000 compounds, 0.16% hits. Intestinal-type alkaline phosphatase (Homo sapiens), P09923. purified human IAP, CDP-Star luminescence, 30 min; stronger effect = higher value; 1 = vehicle-only enzyme, 0 = enzyme-free background. activation factor at 10 µM;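 active = activation factor of the enzyme at least 2-fold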; also: the source names both 10 and 20 µM as test concentration; values of inactives mirror those of a sister screen read the other way
mIAP block – inhibitors of mouse IAP, primary screen, biochemical, luminescence, uHTS | purified mouse IAP, CDP-Star luminescence, 30 min | inhibition, % at 10 µM | 330,000 compounds, 0.2% hits;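 active = inhibition of at least 40% at 10 µM in the primary screen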;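 also: plate controls were DMSO with enzyme for no effect and no enzyme wells for full effect; values of inactives mirror those of a sister screen read the other way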
ATG4B inhibitor – ATG4B protease inhibitors, primary screen, biochemical, fluorescence, uHTS | Cysteine protease ATG4B (Homo sapiens), Q9Y4P1 | ATG4B cleavage of LC3-PLA2, NBD-HPC fluorescence, 1 h | inhibition, % at 8.33 µM | 340,000 compounds, 0.51% hits | AID 504462, 2011; in the data active = inhibition above about 40%
Active calls of the source: *; nt = not tested or not shown.

SMILES	A3A deaminase	APOBEC3G inh	beta cell repl	MPTP inh	hIAP inh	mIAP act	hIAP activ	mIAP block	ATG4B inhibitor
O=[N+]([O-])c1ccc(COc2ccccc2/C=N/O)cc1	-3.0	-5.4	3.5	1.5	14.0	0.892	0.86	10.8	-1.8
COC(=O)C(Cc1ccccc1)NC(=O)CCc1c[nH]c2ccccc12 (stereo not given)	-7.0	-10.8	-4.6	1.4	4.0	0.966	0.96	3.4	-11.9
Cc1ccc(CC(=O)N2CCN(c3ccccc3F)CC2)cc1	6.0	-4.3	1.2	1.4	-3.4	1.05	1.03	-5.5	1.9
Clc1ccc(CN2CCCCCC2)cc1Cl	-6.8	-11.8	-0.7	-0.6	19.6	1.02	0.804	-2.2	-2.4
Cc1nnc(NC(=O)C2CC(=O)N(c3ccc4c(c3)OCCO4)C2)s1 (stereo not given)	-0.1	-4.5	-0.9	-0.1	-1.9	1.01	1.02	-0.9	-25.1
CCN(CC)c1ccc(NC(=S)NC(=O)c2ccco2)cc1	2.2	-14.0	-5.6	6.3	7.8	0.868	0.922	13.2	6.6
COc1cccc(/C=N/NC(=O)c2c(-c3ccccc3)noc2C)c1OC	1.2	-3.4	1.9	-0.6	18.3	0.972	0.817	2.8	0.6
COc1ccc(CN(C)C(=O)CNC(=O)c2cccs2)c(OC)c1	0.6	-8.6	-1.4	1.0	13.6	1.04	0.864	-3.6	-11.2
CCOC(=O)C(C)Oc1cccc2c(=O)n(CC(=O)Nc3cccc(OC)c3)ccc12 (stereo not given)	-1.2	-6.1	-1.9	0.8	15.6	1.01	0.844	-0.7	-12.9
CC1Cn2c(nc(=O)c3c2NCN(CCc2ccccc2)C3)S1 (stereo not given)	-3.5	-13.7	-2.3	-1.9	-10.9	1.09	1.11	-8.9	-9.2
CC(C)C(=O)Nc1ccc2c(c1)nc1n2CCSC1	1.7	-7.0	4.2	-1.9	20.0	0.929	0.8	7.1	-6.1
CCn1c2ccccc2c2cc(CC(N)=O)ccc21	-2.0	-1.9	-1.6	1.6	1.8	0.985	0.982	1.5	25.0
N/C(CC(=O)NCCOc1ccccc1)=N\O	15.7	5.3	0.1	1.3	-3.1	1.02	1.03	-2.0	-3.9
Cc1ccc(NC(=O)CN2C(=O)S/C(=C\c3ccc(OCC(=O)O)c(Br)c3)C2=O)cc1	-2.6	-3.7	-0.4	-0.3	6.1	0.853	0.939	14.7	1.7
Cn1c(=O)[nH]c(=O)c2c1nc(Br)n2Cc1cccc(Br)c1	-6.7	-4.9	-4.2	5.3	-19.1	0.928	1.19	7.2	-0.7
CCN1CCN(c2ccc(S(=O)(=O)N3CCCCC3)cc2NC(=O)c2cccc(OC(F)F)c2)CC1	38.9	3.4	-3.4	2.2	14.8	0.924	0.852	7.6	-2.3
CC(OC(=O)CCCN=C1NS(=O)(=O)c2ccccc21)C(=O)c1ccccc1 (stereo not given)	0.0	-10.9	-0.2	-2.1	-13.3	0.995	1.13	0.5	-15.3
CCCCNC(=O)c1ccc(/C=C2\Oc3ccccc3N(C)C2=O)cc1	-11.8	-7.1	-1.4	1.0	-12.1	0.967	1.12	3.3	-3.5
O=C(NNc1ccc(O)cc1)c1ccc(Br)cc1	-2.6	52.7*	-6.2	-1.8	4.4	0.908	0.956	9.2	-6.6
Cc1nn(S(=O)(=O)c2ccc(C(C)(C)C)cc2)c(C)c1S(=O)(=O)N1CCOCC1	-3.0	-7.0	2.2	-1.0	8.0	0.904	0.92	9.6	2.7

Shown with values under each structure: entries from further up
Fields: A3A deaminase | APOBEC3G inh | beta cell repl | MPTP inh | hIAP inh | mIAP act | hIAP activ | mIAP block | ATG4B inhibitor
> CC1Cn2c(nc(=O)c3c2NCN(CCc2ccccc2)C3)S1 (stereo not given)
 : -3.5 | -13.7 | -2.3 | -1.9 | -10.9 | 1.09 | 1.11 | -8.9 | -9.2
> CC(C)C(=O)Nc1ccc2c(c1)nc1n2CCSC1
 : 1.7 | -7.0 | 4.2 | -1.9 | 20.0 | 0.929 | 0.8 | 7.1 | -6.1
> CCn1c2ccccc2c2cc(CC(N)=O)ccc21
 : -2.0 | -1.9 | -1.6 | 1.6 | 1.8 | 0.985 | 0.982 | 1.5 | 25.0
> N/C(CC(=O)NCCOc1ccccc1)=N\O
 : 15.7 | 5.3 | 0.1 | 1.3 | -3.1 | 1.02 | 1.03 | -2.0 | -3.9
> Cc1ccc(NC(=O)CN2C(=O)S/C(=C\c3ccc(OCC(=O)O)c(Br)c3)C2=O)cc1
 : -2.6 | -3.7 | -0.4 | -0.3 | 6.1 | 0.853 | 0.939 | 14.7 | 1.7
> Cn1c(=O)[nH]c(=O)c2c1nc(Br)n2Cc1cccc(Br)c1
 : -6.7 | -4.9 | -4.2 | 5.3 | -19.1 | 0.928 | 1.19 | 7.2 | -0.7
> CCN1CCN(c2ccc(S(=O)(=O)N3CCCCC3)cc2NC(=O)c2cccc(OC(F)F)c2)CC1
 : 38.9 | 3.4 | -3.4 | 2.2 | 14.8 | 0.924 | 0.852 | 7.6 | -2.3
> CC(OC(=O)CCCN=C1NS(=O)(=O)c2ccccc21)C(=O)c1ccccc1 (stereo not given)
 : 0.0 | -10.9 | -0.2 | -2.1 | -13.3 | 0.995 | 1.13 | 0.5 | -15.3
> CCCCNC(=O)c1ccc(/C=C2\Oc3ccccc3N(C)C2=O)cc1
 : -11.8 | -7.1 | -1.4 | 1.0 | -12.1 | 0.967 | 1.12 | 3.3 | -3.5
> O=C(NNc1ccc(O)cc1)c1ccc(Br)cc1
 : -2.6 | 52.7* | -6.2 | -1.8 | 4.4 | 0.908 | 0.956 | 9.2 | -6.6
> Cc1nn(S(=O)(=O)c2ccc(C(C)(C)C)cc2)c(C)c1S(=O)(=O)N1CCOCC1
 : -3.0 | -7.0 | 2.2 | -1.0 | 8.0 | 0.904 | 0.92 | 9.6 | 2.7

Additional structures:
SMILES	A3A deaminase	APOBEC3G inh	beta cell repl	MPTP inh	hIAP inh	mIAP act	hIAP activ	mIAP block	ATG4B inhibitor
CCc1ccc2nc(N(CCCN(C)C)C(=O)c3ccc4c(c3)OCCO4)sc2c1	-3.1	-9.5	-7.2	1.3	-18.5	0.892	1.19	10.8	-8.1
CCOc1ccccc1C(=O)N/N=C/c1coc2ccc(Cl)cc2c1=O	-2.7	-8.1	-7.3	0.3	-34.7	0.991	1.35	0.9	21.0
CC1CCCCN1CC(=O)Nc1ccc2c(c1)OCO2 (stereo not given)	3.8	2.8	-1.1	-2.2	-0.5	0.938	1	6.2	-1.0
Cc1cc(=O)n2nc(N3CCCC(C(=O)Nc4ccc(C)c(C)c4)C3)sc2n1 (stereo not given)	-6.2	-7.2	-1.3	1.4	-0.1	0.961	1	3.9	-6.0
COc1cccc(/C=N/NC(=S)NCCc2ccccc2)c1	-8.1	-6.5	-6.4	0.4	-5.0	0.866	1.05	13.4	-5.4
C/C(=N\OC(=O)NC(C)C)c1sc(-c2ccccc2)nc1C	-1.8	-4.3	-4.4	-0.7	-10.8	0.899	1.11	10.1	-10.1
CC(C)NC(=S)N=Nc1c(O)[nH]c2ccc(C(C)C)cc12	1.3	2.2	-4.5	7.1	14.5	0.943	0.855	5.7	-10.8
CC(/C=N/n1c(-c2cccnc2)n[nH]c1=S)=C\c1ccco1	14.7	70.8*	-2.2	6.0	5.9	0.724	0.941	27.6	-0.8
CCOc1cc(C(=O)Nc2ccc3c(c2)OCO3)ccc1OCCOc1ccccc1Cl	0.8	0.1	1.1	0.0	1.9	1.09	0.981	-9.2	-2.7
O=C(Nc1cccnc1N1CCOCC1)c1cc2ccccc2oc1=O	0.7	-0.7	4.0	-1.9	18.6	0.952	0.814	4.8	-0.1
CN1C(=O)N(C)C2C1N(C)S(=O)(=O)N2C (stereo not given)	-3.3	-10.2	-4.7	-1.6	0.8	0.918	0.992	8.2	-12.7
CSc1nc(N)nc2c1ncn2CC(=O)NCc1ccccc1	-2.6	-5.4	0.4	0.7	-12.6	1.01	1.13	-0.9	nt
O=C(Nc1nnc(-c2ccc(Cl)cc2)o1)Nc1ccccc1F	1.6	-4.1	0.1	1.2	6.5	1.11	0.935	-11.1	-4.2
CCOc1ccccc1C(=O)NC1CC2CCCC(C1)N2Cc1ccc(C)cc1 (stereo not given)	-2.6	-7.4	0.5	0.4	-16.5	0.983	1.17	1.7	6.9
COc1cccc(-c2cc(C(=O)NCc3ccc(Cl)cc3)no2)c1	2.1	-2.0	-0.5	-3.0	14.4	0.959	0.856	4.1	-3.4
COc1ccc(-c2cc(CCC(=O)N3CCN(c4cc(C)ccc4C)CC3)on2)cc1	3.5	5.0	nt	0.9	nt	1.07	nt	-14.0	-2.7
NC(=S)N/N=C/c1ccc(-c2cc(Cl)c(Cl)cc2Cl)o1	-1.0	-4.0	-5.4	1.7	15.8	0.775	0.842	22.5	11.2
c1ccc(-c2nnc(CN3CCCCC3)o2)cc1	-0.4	-0.8	-1.1	-1.2	-4.3	1.17	1.04	-16.5	6.6
CCN(CC)CCNC(=O)c1ccc(N2CCCCC2)c(NS(=O)(=O)c2ccc(C)cc2)c1	-0.3	0.4	-6.3	1.6	-7.2	1.02	1.07	-2.5	-8.1
CCc1cccc(CC)c1NC(=S)/C(=C(\[O-])c1ccc(Cl)s1)[n+]1ccccc1	-0.9	5.2	-3.2	0.6	6.4	0.9	0.936	10.0	-1.6
CC1CCCCN1C(=O)Cn1cnc2cc([N+](=O)[O-])ccc2c1=O (stereo not given)	2.4	-5.6	-2.9	-0.1	4.7	0.968	0.953	3.2	-5.2
NC(=O)[C@@H]1CC2(CC(c3cccc(NC(=O)[C@H]4CCC(=O)N4)c3)=NO2)CN1C(=O)COc1ccc(Cl)cc1 (stereo not given in full)	-1.7	-5.2	-3.8	-0.3	-3.3	1.07	1.03	-7.1	-2.2
O=[N+]([O-])c1cccc(P(=O)(O)c2cccc([N+](=O)[O-])c2)c1	2.0	-0.7	1.0	1.2	14.1	1.11	0.859	-11.3	-5.5
COc1ccc(-n2nccc2-c2nn(-c3cccc(OC)c3)c(=O)n(C)c2=O)cc1	-3.7	-5.3	2.6	-6.4	-16.5	0.988	1.17	1.2	-1.2
CCN(CCCNC(=O)c1nn(C)c2c1CS(=O)(=O)c1ccccc1-2)Cc1ccccc1	-5.6	-8.6	-0.4	0.3	-12.3	0.991	1.12	0.9	-0.8
CCN1C(=O)/C(=C2\Sc3ccccc3N2CC)OC1=S	-1.0	-3.8	0.6	-0.5	2.1	0.828	0.979	17.2	10.7
O=C(Nc1ccccc1-c1ccccc1)c1ccccc1Br	-6.1	-6.4	0.8	-0.3	6.0	0.993	0.94	0.7	7.9
Cc1ccc(S(=O)(=O)N(C)C)cc1NC(=S)NC(C)CCC(C)C (stereo not given)	-4.8	-6.4	-2.0	56.7*	-2.6	1.94	1.03	-94.1	6.3
CCOc1ccc(OCC(=O)OCC(=O)NNC(=O)c2ccc([N+](=O)[O-])cc2)cc1	3.0	-10.7	-5.4	-0.6	-3.4	0.838	1.03	16.2	4.2

Source: PubChem
